# SARS 3CLpro inh: SARS-CoV 3CLpro protease inhibition | P0C6X7 | recombinant SARS-CoV 3CLpro, quenched FRET peptide cleavage | inhibition, % at 6 µM | actives 0.14% (n = 290,000) | AID 1706; in the data active = inhibition above about 12%
# PriA SSB inh: inhibitors of Klebsiella pneumoniae PriA binding to SSB C-terminal tail | AlphaScreen SSBct-PriA binding, biotinylated peptide | inhibition, % at 33 µM | actives 0.6% (n = 430,000) | AID 1272365; in the data active = inhibition mostly above about 37%, no sharp cut-off; inactive = mostly below about 20%;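 also: plate controls were negative control peptide for no effect and reference peptide for full effect; strong numbers were not always called active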
# MazF activator: MazEF (E. coli) toxin RNase activation; P0AE70; FAM/BHQ RNA-DNA oligo cleavage fluorescence, 5 h; activation, % at 20 µM; actives 0.32% (n = 350,000); in the data active = activation above about 50%
# Target sequence (P0AE70 whole entry, looked up): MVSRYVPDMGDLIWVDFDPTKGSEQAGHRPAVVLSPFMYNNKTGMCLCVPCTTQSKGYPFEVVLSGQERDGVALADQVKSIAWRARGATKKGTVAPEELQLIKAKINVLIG
# PrPC TRFRET: reduces human prion protein on the cell surface; P04156; cell surface PrPC, TR-FRET read-out; inhibition, % at 13.8 µM; actives 0.43% (n = 370,000); AID 720596; in the data active = inhibition above about 24%; also: 0% = median of the test wells and 100% = reference compound wells
# BoNT-A LC inh2: blocks Botulinum neurotoxin A light chain protease; multiplex microsphere protease substrate cleavage, flow cytometry; actives 0.17% (n = 360,000); inhibition, % at 10 µM; AID 588499; also: plate controls were buffer without enzyme for full effect and enzyme alone for no effect
# Anthrax LF prot: blocks Bacillus anthracis lethal factor protease; inhibition, % at 10 µM; multiplex microsphere protease cleavage assay, LF; P15917; actives 0.12% (n = 360,000); AID 588501; also: plate controls were buffer without enzyme for full effect and enzyme alone for no effect
# BoNT F protease: BoNT F light chain protease inhibition; Multiplex microsphere protease cleavage assay, flow cytometry; inhibition, % at 10 µM; actives 0.22% (n = 360,000); AID 588497; in the data active = inhibition above about 35%, passing the limit was not always enough; inconclusive = no clear call, values can overlap the other calls; also: plate controls were buffer without enzyme for full effect and enzyme alone for no effect
# Rv3671c protease: inhibitors of M. tuberculosis serine protease Rv3671c; P9WHR9; inhibition, % at 5.96 µM; actives 0.048% (n = 320,000); in the data active = inhibition above about 38%;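 also: extracellular domain of Rv3671c used as enzyme; 0% = enzyme with DMSO and 100% = no enzyme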
# Target sequence (P9WHR9 whole entry, looked up, the tested form may be a part): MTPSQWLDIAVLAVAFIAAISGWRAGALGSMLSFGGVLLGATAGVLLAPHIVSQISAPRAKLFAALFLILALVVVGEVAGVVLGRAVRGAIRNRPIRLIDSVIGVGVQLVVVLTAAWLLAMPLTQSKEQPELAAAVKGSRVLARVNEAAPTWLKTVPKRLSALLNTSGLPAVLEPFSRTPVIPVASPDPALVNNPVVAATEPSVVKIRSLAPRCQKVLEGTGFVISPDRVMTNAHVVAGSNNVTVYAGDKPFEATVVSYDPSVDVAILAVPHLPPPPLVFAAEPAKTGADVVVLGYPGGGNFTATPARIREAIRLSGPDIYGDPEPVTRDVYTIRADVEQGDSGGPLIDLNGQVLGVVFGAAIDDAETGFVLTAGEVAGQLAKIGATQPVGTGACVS
# CCHF vOTU inh: blocks the CCHF virus ovarian tumor domain protease | AID 651958 | CCHFV vOTU protease, Pep-AMC fluorescence | actives 0.55% (n = 370,000) | inhibition, % at 11.5 µM; in the data active = inhibition above about 30%; also: 0% = vehicle wells with enzyme and 100% = no enzyme wells
# DUSP3 inh: blocks human VHR1 dual specificity phosphatase; inhibition, % at 13.3 µM; AID 1654; actives 0.52% (n = 290,000); recombinant VHR phosphatase, pNPP absorbance; in the data active = inhibition above about 50%; also: some compounds called inactive have numbers as strong as hits
# Target sequence (P51452 whole entry, looked up): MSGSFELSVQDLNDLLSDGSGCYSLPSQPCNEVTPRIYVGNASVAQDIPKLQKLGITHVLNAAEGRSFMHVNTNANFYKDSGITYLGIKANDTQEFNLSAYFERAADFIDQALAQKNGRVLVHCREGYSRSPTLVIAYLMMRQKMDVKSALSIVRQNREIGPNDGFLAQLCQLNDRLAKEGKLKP
# * = called active by the depositor; ? = inconclusive; nt = no result given. Rule as the data show it, unless noted: active = inhibition above about 30%; inconclusive = no clear call, values can overlap the other calls; inactive = below that.
SMILES,SARS 3CLpro inh,PriA SSB inh,MazF activator,PrPC TRFRET,BoNT-A LC inh2,Anthrax LF prot,BoNT F protease,Rv3671c protease,CCHF vOTU inh,DUSP3 inh
O=C(NCCc1ccccc1)C1(S(=O)(=O)c2ccc(Cl)cc2)CC1,-1,-17,-7,11,-2.8,5,-10,-3,-4,20
CC(Sc1nc(N)c2c3c(sc2n1)CSC(C)(C)C3)C(=O)Nc1ccccc1 (centres undefined),4,8,-3,18,0.2,-1,-3,-14,4,13
COc1cccc(C(=O)Nc2ccc(NC(=O)C3CC=CCC3C(=O)O)cc2)c1 (centres undefined),7,-2,-15,-1,0.4,-1,-2,-3,2,-9
CC(C)c1ccc(S(=O)(=O)c2cnc(=S)[nH]c2N)cc1,0,6,-3,-4,2.5,-10,37*,-11,-3,-16
O=c1cc(N2CCCCC2)c(-c2ccccc2)n[nH]1,2,-15,3,8,0.0,-5,-2,2,15,18
CN1CCN(C(=O)CSc2ccc(Cl)cc2)CC1,2,-2,6,-4,-0.2,2,1,-9,1,4
COc1cccc(/C(C)=N/NS(=O)(=O)c2ccc(Cl)cc2)c1,-3,nt,3,-6,0.1,0,-1,3,-5,-3
N#Cc1ccc(-c2nc3ccccc3nc2-c2ccccc2)cc1C#N,4,-3,11,-3,0.4,-6,-8,7,10,0
Cc1cc(Cl)c(S(=O)(=O)Nc2ccc3c(c2)OCCO3)cc1OCC(=O)NC1CCCCC1,2,11,11,3,?,-3,1,-9,2,7
COc1ccc(OC)c(/C=C/C(=O)N2CCN(S(=O)(=O)c3cc(C)ccc3C)CC2)c1,nt,9,-14,6,3.2,?,1,1,-9,nt
CCCc1c(C(=O)N/N=C/C2CC=CCC2)nnn1-c1nonc1N (centres undefined),nt,nt,-3,-8,-0.9,-3,-7,nt,13,nt
CC1CCCCN1c1nnc(NC(=O)Cn2c(=O)oc3ccccc32)s1 (centres undefined),0,-2,7,-3,-0.3,1,-3,6,0,8
C=CCOc1cccc(CNCCCN2CCOCC2)c1,7,-21,-11,-6,-0.4,-3,-4,7,-10,-5
O=C(COC(=O)c1ccccc1C(=O)c1ccccc1)NCCc1ccc(Cl)cc1Cl,3,-10,-4,-3,-0.3,-2,-14,5,2,15
CCOc1ccccc1-c1nc(-c2cc3ccccc3nc2OC)no1,-6,-9,-27,-2,2.6,0,32,-6,17,8
CC(=O)Nc1ccc(S(=O)(=O)N(C)CC(=O)NNc2c(F)c(F)cc(F)c2F)cc1,nt,0,1,4,-0.5,-1,-5,-1,1,nt
Cc1cnc(C(=O)Nc2cccc(-c3nnc4n3CCCCC4)c2)cn1,nt,-4,5,4,0.2,-1,12,3,5,nt
COc1ccc(C(=O)Nc2ccc(C3(C#N)CCCC3)cc2)cc1,-4,-6,-3,-7,-0.7,-7,-2,5,-2,19
O=C(CCN1C(=O)c2ccccc2S1(=O)=O)Nc1ccccc1O,1,-9,1,-3,-0.4,0,8,-5,-12,-17
O=C(COc1ccc(F)cc1Cl)Nc1cccc(S(=O)(=O)N2CCCCCC2)c1,nt,nt,-9,2,-4.8,5,?,8,5,nt
Cc1cc(Cn2nc(C(=O)NCc3cccc(Br)c3)cc2-c2ccccc2)on1,nt,-21,-4,8,-0.2,-2,3,-15,5,nt
COc1ccc(N(CC(=O)NC2CCCC2)C(=O)CCC(=O)Nc2nc(C)cs2)cc1OC,-1,1,3,9,-0.3,1,-9,-2,17,53*
CCN(C(=O)COC(=O)c1ccc(COc2ccc3c(C)cc(=O)oc3c2)cc1)C1CCS(=O)(=O)C1 (centres undefined),-1,-12,-10,2,0.3,3,6,-6,-19,14
CCCCc1nnc(NC(=O)CSc2nc(O)c(Cc3ccccc3)c(=O)[nH]2)s1,1,-1,-22,5,2.5,4,6,-3,17,-12
Cc1ccc(C2CC3CCC(C2)N3Cc2ccccc2F)cc1 (centres undefined),0,-10,4,7,-0.9,14,?,nt,-10,13

# (more compounds)
SMILES,SARS 3CLpro inh,PriA SSB inh,MazF activator,PrPC TRFRET,BoNT-A LC inh2,Anthrax LF prot,BoNT F protease,Rv3671c protease,CCHF vOTU inh,DUSP3 inh
Cc1cccc(C)c1NC(=O)CNC(=O)CNC(=O)Cc1cccc2ccccc12,nt,-4,8,4,-1.2,-2,-3,-5,0,nt
COc1ccc(S(=O)(=O)N2CCOCC2)cc1NC(=O)COC(=O)C1CC1C (centres undefined),nt,1,-1,7,-1.6,2,-3,1,-2,nt
COc1cc(/C=C/C(=O)OCC(=O)NC2CCCCCCC2)ccc1O,nt,7,10,-1,-0.7,6,1,-3,7,nt
CC(C)(C)n1nnnc1C(c1ccc(C#N)cc1)N1CCCC2(CCCCC2)C1 (centres undefined),-1,-18,1,-5,-1.7,-6,-7,-5,-9,34
CCc1ccc(NC(=O)Cn2cnc([N+](=O)[O-])c2)cc1,-1,1,3,-3,3.9,-1,?,1,2,-15
COc1ccc(OC)c(CN2CCN(C(=O)c3cccc(S(=O)(=O)N(C)c4ccccc4)c3)CC2)c1,nt,nt,5,10,0.4,-4,-11,nt,-7,nt
COCCNC(=O)C1(C)CCCN(Cc2ccc(C)c3ccccc23)C1 (centres undefined),nt,nt,nt,-8,0.0,-6,-2,nt,6,nt
CCNC(=O)CC1C(=O)N(CC)C(=S)N1NC(=O)c1cccnc1 (centres undefined),2,-12,8,-1,-0.3,-1,0,0,3,21
CCCOc1ccc(-c2c(C(=O)N/N=C/c3cccs3)nnn2-c2nonc2N)cc1,4,nt,-13,nt,1.9,-4,3,-3,nt,-9
Cc1cc(S(=O)(=O)NC(C)C)ccc1OCC(=O)N1CCOCC1,2,-29,1,-2,0.1,-2,6,3,6,41
COCCN(C(=O)COC(=O)/C=C/c1nc2ccccc2s1)c1c(N)n(Cc2ccccc2)c(=O)[nH]c1=O,nt,3,-4,-8,-1.6,1,16,-1,-5,nt
CCOC(=O)Nc1sc(C)c(C)c1C(N)=O,-2,-5,9,-6,1.2,4,4,5,3,-25
CC(C)NC(=O)C1CCCN(S(=O)(=O)c2cccc3nonc23)C1 (centres undefined),-1,0,-1,-22,0.5,4,-17,-1,8,27
COc1cc2c(cc1OC)-c1cc(NCc3ccccn3)nc(=O)n1CC2,5,-7,-5,-5,-4.4,-15,-61,17,0,31
CC(C)OC(=O)CSc1nnc(SCc2cccc3ccccc23)s1,11,-71,-5,-2,-0.1,-3,11,3,11,25
C[C@@H]1[C@H](O)C[C@@]23COC(=O)C2=CCC[C@@H]3[C@@]1(C)CC/C(=C/CO)CO,nt,-3,3,6,-0.6,-12,-2,0,2,nt
CC(=O)Nc1cccc(C(=O)Nc2cccc3ncccc23)c1,-2,-9,0,-3,2.0,-2,-9,6,-7,-25
COc1ccc(C(=O)CC(=O)C(=O)Nc2cc(C)ccc2C)cc1,-2,-3,6,3,0.8,-4,-15,-9,16,34
O=C(NC1CCCC1)C(c1ccccc1F)N(C(=O)Cc1cccs1)c1ccc2c(c1)OCCO2 (centres undefined),2,2,1,8,-0.1,0,1,0,2,1
CCC(=O)c1ccc(OCC(O)Cn2nnc3ccccc32)cc1 (centres undefined),3,6,6,8,0.7,-3,0,4,-6,3
CN(Cc1ccccc1)S(=O)(=O)c1ccc(OCC(=O)Nc2cccc([N+](=O)[O-])c2)cc1,-1,3,7,-6,1.0,0,1,34,-17,27
CCc1ccc(C2=Nn3c(nnc3-c3cccs3)SC2)cc1,-3,-2,-1,-1,-0.3,-3,4,-16,6,-1
Cc1ccc([C@H]2N[C@]3(CCCN(CC4CCCCC4)C3=O)[C@H]3C(=O)N(Cc4ccccc4)C(=O)[C@@H]23)cc1,nt,nt,7,-1,-0.6,-3,-2,nt,6,nt
Cc1cc(C)c2c(c1)/C(=N/NS(=O)(=O)c1ccccc1)CCC2,9,nt,0,-6,nt,nt,nt,-2,9,-2
CCCCOCCCNC(=O)C[C@@H]1C[C@@]2(C(=O)OC)CCCCC=C2N(CCC2=CCCCC2)C1=O,nt,nt,nt,-2,-0.3,1,8,nt,27,nt

# Going on with the list:
SMILES,SARS 3CLpro inh,PriA SSB inh,MazF activator,PrPC TRFRET,BoNT-A LC inh2,Anthrax LF prot,BoNT F protease,Rv3671c protease,CCHF vOTU inh,DUSP3 inh
CC(=O)c1cccc(NC(=O)c2ccc(S(=O)(=O)N3CC(C)OC(C)C3)cc2)c1 (centres undefined),nt,1,4,2,-0.7,-8,0,3,12,nt
Cc1ccc(-c2ccc3c(c2)O[C@H](CN(C)Cc2cncnc2)[C@@H](C)CN([C@H](C)CO)S3(=O)=O)cc1,nt,nt,12,-6,0.3,-1,1,nt,5,nt
COc1ccccc1CNC(=O)CN(C)S(=O)(=O)c1ccc2c(c1)n(C)c(=O)c(=O)n2C,-2,-9,8,-2,1.1,4,4,2,15,12
CCc1nc2ccc(C(=O)Nc3cccc(NS(C)(=O)=O)c3)cn2c1N(C)CCN1CCOCC1,nt,nt,nt,-5,0.2,12,7,nt,1,nt
CSCCNC(=O)C1(C)CCN1C(=O)CCc1ccccc1 (centres undefined),nt,nt,nt,6,-0.6,3,1,nt,-1,nt
COc1ccc(CC(=O)NCC(C)(C)N2CCOCC2)cc1,-4,-9,10,1,-0.9,1,-5,-10,3,41
CC(=O)Nc1ccc(S(=O)(=O)N(C)c2ccc(OCC(=O)OCC(=O)NCc3ccco3)cc2)cc1,-4,3,3,4,-1.8,2,-2,9,5,-9
O=C1NC(=O)C(=Cc2ccccc2OCCOc2ccc([N+](=O)[O-])cc2)C(=O)N1,9,-14,-15,nt,-0.1,-12,0,nt,nt,1
CCN(CCO)c1nc(SC)nc2c1sc1nc(-c3ccco3)c3c(c12)CCC3,-2,-12,4,nt,nt,nt,nt,-3,nt,31
Cc1cccc(CC2S/C(=N/N=C/c3ccco3)NC2=O)c1 (centres undefined),2,nt,-1,2,-0.2,-2,-4,-1,11,30
CC(=O)SC(C)CC(=O)NCc1ccccc1 (centres undefined),0,3,7,-2,1.3,3,8,-5,-10,29
Cn1c(CCN2CCCC2)nc2cc(NC(=O)COc3ccc(Cl)cc3)ccc21,nt,nt,8,-4,-1.1,-6,-6,nt,14,nt
CCCc1cc(C(=O)N2CCCN(C)CC2)cs1,-2,2,1,1,0.0,2,-2,-5,-10,37
O=C(O)CCCCCn1c(SCC(=O)Nc2ccc(F)cc2)nc2ccsc2c1=O,2,1,3,10,0.4,2,-5,1,-1,-8
COc1ccccc1NC(=O)Cn1nnc(-c2ccccc2NC(=O)c2cc3ccccc3oc2=O)n1,5,3,-7,2,0.4,6,-4,-7,19,10
Cc1cc(C)n2nc(-c3ccsc3-n3c(C)ccc3C)cc2n1,-1,-18,-12,5,12,6,-31,-13,3,8
CSc1nc2ccccc2c(=O)n1Cc1ccc(F)cc1,0,-12,1,-4,0.2,-3,-2,1,-6,17
Cc1cc(C(=O)N/N=C/C=C/c2ccc([N+](=O)[O-])cc2)n[nH]1,1,nt,9,-54,0.6,-1,-3,6,9,20
CC(C)CCNC(=S)Nc1ccc(Br)cc1,5,-28,4,18,-0.8,-6,0,4,14,12
CCCCCn1c(N2CCOCC2)nc2c1c(=O)n(CC(N)=O)c(=O)n2C,2,-1,2,4,0.1,-2,10,1,3,3
CC1=C(C(=O)N2CCOCC2)CC(CC(=O)NCc2cccc3ccccc23)C(=O)N1Cc1ccccc1 (centres undefined),nt,nt,1,-2,-0.1,0,4,nt,10,nt
COc1ccc(C2C(C(=O)O)c3ccccc3C(=O)N2C)cc1Br (centres undefined),-2,-10,0,6,0.3,-5,?,0,2,-15

# Ordered by molar mass (largest number first): three of the compounds above
SMILES,SARS 3CLpro inh,PriA SSB inh,MazF activator,PrPC TRFRET,BoNT-A LC inh2,Anthrax LF prot,BoNT F protease,Rv3671c protease,CCHF vOTU inh,DUSP3 inh
Cn1c(CCN2CCCC2)nc2cc(NC(=O)COc3ccc(Cl)cc3)ccc21,nt,nt,8,-4,-1.1,-6,-6,nt,14,nt
C[C@@H]1[C@H](O)C[C@@]23COC(=O)C2=CCC[C@@H]3[C@@]1(C)CC/C(=C/CO)CO,nt,-3,3,6,-0.6,-12,-2,0,2,nt
COc1ccc(C(=O)Nc2ccc(C3(C#N)CCCC3)cc2)cc1,-4,-6,-3,-7,-0.7,-7,-2,5,-2,19

# Screening data deposited in PubChem BioAssay by several laboratories.

# An excerpt (hit frequency here may not be typical).
